# Pol iota inh: DNA polymerase iota (human) inhibition | Q9UNA4 | Pol iota fluorescent replication assay, 10 min | Potency, µM (titrated, usually from 115 µM), for inactives: top-dose activity, negative = inhibition, usual class: inhibitors | actives 1% (n = 390,000)
#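 Pol iota at 10 nM preincubated 15 min with compounds at room temperature; reaction started with fluorescent substrate, 50 nM final. Fluorescence read kinetically at 0 and 10 min; buffer-only wells as negative control.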
# JMJD2A Tudor inh: JMJD2A Tudor domain (human) inhibition; O75164; AlphaScreen JMJD2A-Tudor / H3K4me3 peptide binding; Potency, µM (series often up to 114 µM), inactives show at the highest dose activity change, negative = inhibition, hits mostly inhibitors; actives 4.4% (n = 390,000); AID 504339; note: % is set by controls: 0 for no effect and ±100 for the full control effect; nearly all actives have a fitted effect of over 50% in size
# BAZ2B block: blocks human BAZ2B; Q9UIF8; AlphaScreen BAZ2B-H3K14Ac peptide displacement; Potency, µM (series often up to 114 µM), without a hit: at the top dose activity change, negative = inhibition, actives largely listed as inhibitors; actives 4.4% (n = 360,000); AID 504333; note: % is set by controls: 0 for no effect and ±100 for the full control effect; nearly all actives have a fitted effect of over 60% in size
# Target sequence (Q9UIF8 whole entry, looked up): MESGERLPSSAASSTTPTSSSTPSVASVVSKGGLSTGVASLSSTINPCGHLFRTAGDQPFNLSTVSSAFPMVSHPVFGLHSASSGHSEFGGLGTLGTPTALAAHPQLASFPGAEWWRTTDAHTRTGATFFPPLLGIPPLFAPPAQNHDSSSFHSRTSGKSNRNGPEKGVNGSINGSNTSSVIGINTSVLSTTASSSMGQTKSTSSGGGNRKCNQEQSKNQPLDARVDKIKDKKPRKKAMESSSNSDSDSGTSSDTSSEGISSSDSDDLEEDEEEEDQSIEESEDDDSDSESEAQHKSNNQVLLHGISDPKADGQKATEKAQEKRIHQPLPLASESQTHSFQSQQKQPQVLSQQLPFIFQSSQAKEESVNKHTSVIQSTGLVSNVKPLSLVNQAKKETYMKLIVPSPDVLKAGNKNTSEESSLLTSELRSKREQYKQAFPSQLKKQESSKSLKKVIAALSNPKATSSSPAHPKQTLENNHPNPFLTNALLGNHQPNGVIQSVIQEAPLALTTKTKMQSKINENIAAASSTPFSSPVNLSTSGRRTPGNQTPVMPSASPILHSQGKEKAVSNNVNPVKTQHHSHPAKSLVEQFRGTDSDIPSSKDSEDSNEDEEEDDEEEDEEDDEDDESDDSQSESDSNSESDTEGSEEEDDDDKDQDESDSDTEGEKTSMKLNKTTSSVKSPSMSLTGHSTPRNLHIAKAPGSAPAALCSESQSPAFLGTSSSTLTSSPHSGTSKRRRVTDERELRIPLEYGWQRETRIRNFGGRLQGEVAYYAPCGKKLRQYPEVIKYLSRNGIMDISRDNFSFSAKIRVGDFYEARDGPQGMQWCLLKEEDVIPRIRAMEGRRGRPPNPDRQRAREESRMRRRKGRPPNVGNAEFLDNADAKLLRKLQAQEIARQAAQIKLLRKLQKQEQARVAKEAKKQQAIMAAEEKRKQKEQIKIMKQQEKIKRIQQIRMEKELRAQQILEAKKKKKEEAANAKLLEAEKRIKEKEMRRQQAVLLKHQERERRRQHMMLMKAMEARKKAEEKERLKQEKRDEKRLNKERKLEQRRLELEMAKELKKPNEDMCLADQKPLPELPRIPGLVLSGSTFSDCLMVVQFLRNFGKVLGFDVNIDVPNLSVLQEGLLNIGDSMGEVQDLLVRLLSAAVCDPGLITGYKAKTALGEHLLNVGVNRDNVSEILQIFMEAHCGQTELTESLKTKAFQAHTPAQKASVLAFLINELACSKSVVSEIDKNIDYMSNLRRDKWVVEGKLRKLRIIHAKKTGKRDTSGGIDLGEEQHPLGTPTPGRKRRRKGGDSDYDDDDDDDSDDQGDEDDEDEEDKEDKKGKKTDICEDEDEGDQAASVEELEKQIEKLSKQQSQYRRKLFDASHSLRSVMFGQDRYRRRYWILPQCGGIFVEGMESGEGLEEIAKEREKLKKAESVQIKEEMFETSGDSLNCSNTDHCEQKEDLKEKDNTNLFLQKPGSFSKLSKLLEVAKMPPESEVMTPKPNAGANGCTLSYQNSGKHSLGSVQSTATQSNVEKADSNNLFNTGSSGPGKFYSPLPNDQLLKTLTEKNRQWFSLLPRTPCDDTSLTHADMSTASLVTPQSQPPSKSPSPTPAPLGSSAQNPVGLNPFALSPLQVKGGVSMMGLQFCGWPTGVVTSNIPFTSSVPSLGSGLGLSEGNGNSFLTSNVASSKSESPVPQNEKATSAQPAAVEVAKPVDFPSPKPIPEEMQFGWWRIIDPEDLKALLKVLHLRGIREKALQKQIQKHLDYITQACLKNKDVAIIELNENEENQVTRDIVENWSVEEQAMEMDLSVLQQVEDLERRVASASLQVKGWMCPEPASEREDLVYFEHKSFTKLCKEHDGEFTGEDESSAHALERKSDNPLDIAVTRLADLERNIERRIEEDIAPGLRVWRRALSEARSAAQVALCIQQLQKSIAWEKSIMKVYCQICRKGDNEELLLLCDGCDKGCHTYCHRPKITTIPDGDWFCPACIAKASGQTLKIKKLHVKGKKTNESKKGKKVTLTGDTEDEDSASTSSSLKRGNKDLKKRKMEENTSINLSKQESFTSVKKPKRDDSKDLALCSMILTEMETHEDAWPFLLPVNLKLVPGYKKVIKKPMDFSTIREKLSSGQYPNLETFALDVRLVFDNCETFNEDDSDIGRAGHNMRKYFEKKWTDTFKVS
#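 BAZ2B 50 nM plus b-H3(5-23)K14Ac 50 nM, PBS pH 7.4/0.01% Tween-20, 30 min RT; compound added (max 110 uM), 30 min RT; streptavidin donor/Ni-chelate acceptor beads 10 ug/mL final, 20 min dark; AlphaScreen read.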
# G9a block: blocks human histone lysine methyltransferase G9a; G9a H3K9 monomethylation, AlphaScreen, 2 h; Potency, µM (highest dose often 102 µM), for inactives: at the top dose activity, negative = inhibition, actives largely listed as inhibitors; actives 8.8% (n = 350,000); AID 504332; note: % is set by controls: 0 for no effect and ±100 for the full control effect; nearly all actives have a fitted effect of over 75% in size
#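 AlphaScreen read-out: biotin-H3K9 peptide (500 nM) methylation by 20 nM enzyme with 20 uM SAM, 2 h at room temperature after 15 min compound preincubation; anti-monomethyl H3K9 antibody plus donor/acceptor beads, 10 min dark.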
# HP1b chromo inh: blocks HP1-beta chromodomain binding to methylated histone tails. AlphaScreen HP1-beta / biotin-H3K9me3 peptide binding. Potency, µM (highest dose often 114 µM), inactives show at the top dose activity change, negative = inhibition, most hits filed as inhibitors. actives 0.56% (n = 390,000). AID 540317; note: nearly all actives have a fitted effect of over 70% in size; inactives centre near 23
#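 Compound inhibition of the preformed complex between 50 nM HP1-beta and 50 nM biotinylated H3K9me3 peptide was read by AlphaScreen. Buffer was PBS pH 7.4 with 0.01% Tween-20. Incubations ran 30 min at room temperature, with 10 ug/mL donor/acceptor beads.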
# Tb PGK inh: T. brucei PGK inhibition. AID 602233. Potency, µM (doses to about 57.5 µM), inactives show at the highest dose activity change, negative = inhibition, actives largely listed as inhibitors. P07378. actives 0.043% (n = 380,000). PGK/GAPDH coupled, Kinase-Glo luminescence, 60 min; note: % is set by controls: 0 for no effect and ±100 for the full control effect; nearly all actives have a fitted effect of over 60% in size
#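 Recombinant glycosomal PGK reaction used 1,3-bisphosphoglycerate generated in-well by GAPDH (100nM final) in 100mM TEA pH 7.6, 5mM MgCl2, 0.01% Tween-20. After 60 minutes at room temperature, ATP was read by Kinase-Glo Plus luminescence end-point.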
# GLS inh: glutaminase GLS (human) inhibition. GLS enzymatic activity, qHTS titration. actives 0.21% (n = 410,000). Potency, µM (doses to about 45.5 µM), for inactives: at the top dose activity change, negative = inhibition, usual class: inhibitors. O94925; note: % is set by controls: 0 for no effect and ±100 for the full control effect
#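 Read-out is an Amplex red fluorescence increase coupled through glutamate oxidase and HRP, measured before and after 30 min room-temperature incubation. hKGA is in 45 mM KH2PO4 (pH 8.2) with 0.02% Tween-20; glutamine added as 1mM solution.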
# Pin1 inh: human Pin1 inhibition. AID 504891. Pin1 FP peptide displacement, HiFluor488, 10 min. Q13526. Potency, µM (titrated, usually from 115 µM), for inactives: top-dose activity, negative = inhibition, usual class: inhibitors. actives 0.009% (n = 390,000); active = well fitted inhibition curve with a large enough effect in the polarisation, with a control signal flat, not every such curve was filed as active; inconclusive = small, poorly fitted or top-dose-only effect, or effect the other way, or a change in a side signal; inactive = no such curve, though single readings can be large or run the other way; the % refers to the polarisation; note: % is set by controls: 0 for no effect and ±100 for the full control effect
# BLM helicase inh: inhibitors of human Bloom syndrome helicase BLM. actives 0.2% (n = 350,000). P54132. recombinant BLM DNA unwinding, fluorescence dequenching. Potency, µM (top dose mostly 56.1 µM), for the others: top-dose activity change, negative = inhibition, most hits filed as inhibitors;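 note: plate controls were vehicle for no effect and no enzyme for full effect; nearly all actives have a fitted effect of over 35% in size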
# * hit, by the source's call; i = inactive; ? = inconclusive; nt = not tested or not shown; & = joins results of further samples; [ ] = dose if it differs, or a comment. Unless noted, calls come from the whole dose curve; as a rule, active = well fitted curve in the direction sought with a large enough effect; inconclusive = small, poorly fitted or top-dose-only effect, or another doubt; inactive = no such curve, though single readings can be large; an effect the other way counts as inactive or inconclusive. Potency is the fitted concentration of half-maximal effect. Some of the compounds tested. The share of hits here may be higher or lower than overall.
Structure	Pol iota inh	JMJD2A Tudor inh	BAZ2B block	G9a block	HP1b chromo inh	Tb PGK inh	GLS inh	Pin1 inh	BLM helicase inh
O=C(Cn1c(=O)c(=O)n(Cc2ccccc2)c2ccc(Cl)cc21)Nc1ccc(F)cc1F	-6.6%	0.0%	-19.6%	-11.9%	26.6%	-1.7%	-3.9%	?	-4.2%
CC1(C)OC(=O)C(=CNc2ccc(F)cc2)C(=O)O1	15.6%	-7.5%	0.4%	18.9%	17.1%	-7.1%	-1.5%	-12.9%	-0.9%
Oc1c(Br)cc(Br)c2cccnc12	81.8%	39.8µM*	nt	-40.5%[2.33 µM]	30.1%	-5.7%	0.2%&-10.5%	-0.9%	1.0%
CCOC(=O)/C(C(N)=NCCCO)=C(/O)c1ccccc1	3.8%	-18.6%	4.1%	38.6%[activator]	12.0%	3.0%	3.4%	2.4%	-0.3%
Cc1cccc(N2CCN(C(=O)c3ccc4c(c3)N(Cc3cccc(Cl)c3)C(=O)c3ccccc3S4=O)CC2)c1C (stereo unspecified)	16.9%	-18.9%	-8.0%	-16.9%[59 µM]	36.8%	i	4.5%	10.0%	-5.0%
CCc1nc2ccc(C(=O)N3CCN(c4cccc(OC)c4)CC3)cc2nc1CC	40.7%&25.8%[activator]	-28.8%&-27.7%	-35.8%&-29.5%	7.3%	11.9%&17.5%	-8.1%&-7.1%	8.7%&-18.7%	0.5%&-0.1%	-3.8%&-1.0%
CCN1CCN(C(=O)c2ccc3c(c2)S(=O)(=O)c2ccccc2C3=O)CC1	-13.7%	5.8%	-31.0%	50.1µM*	37.9%	-5.3%	-7.3%	-0.1%	-1.4%
COc1ccc(-c2nc3ccccc3s2)cc1NC(=O)c1cc2ccccc2o1	19.2%	-15.8%	-12.1%	10.9%[59 µM]	20.9%	-2.0%	-14.7%	3.8%	-7.8%
COc1cc(NC(=O)c2ccc(C(=O)c3ccccc3)cc2)cc(OC)c1OC	18.4%	-1.4%	0.2%	nt	29.5%	-2.5%	-5.5%	-2.0%	-2.9%
Cc1oc(/N=C/c2cccc([N+](=O)[O-])c2)c(C#N)c1C	38.7%	-12.2%	-27.4%	?	15.6%	5.2%	-1.6%	-23.3%	-2.6%
CCS(=O)(=O)N1CCC(C(=O)Nc2cc(Cl)ccc2O)CC1	15.0%	1.6%[57.1 µM]	-5.4%	-3.1%[59 µM]	19.8%	13.1%	8.6%	7.0%	0.6%
Cc1ccc(-n2c(O)c(C=Nc3ccccc3-c3n[nH]c(=S)[nH]c3=O)c3ccccc3c2=O)cc1C	?	50.1µM*	44.7µM*	?	-35.6%	-8.3%	11.2%	?	?
Cn1cc(C(=O)NCCc2ccc(Cl)cc2)c(=O)c2cc(S(=O)(=O)N3CCCCC3)ccc21	14.1%	-9.3%	nt	8.4%[59 µM]	18.4%	-8.3%	0.5%	-6.7%	-2.5%
Oc1ccc(Cl)cc1C1=Nc2ccccc2N=C(c2cccc(Br)c2)C1	?	55.6%[activator]	-1.9%	53.2%[activator][59 µM]	93.7%[activator]	-3.6%	-4.2%	1.2%	-7.7%
COC(=O)c1cc2oc3ccccc3c2n1CC(=O)Nc1ccc(Cl)cc1F	19.0%	-15.6%	8.1%	24.6%[59 µM]	60.0%[activator]	i	-5.6%	12.4%	-0.7%
CCCCC(CCC(=O)Nc1cccc([N+](=O)[O-])c1)C(=O)O (stereo unspecified)	-15.7%	-0.7%	-0.3%	6.0%	9.1%	-0.5%	1.7%	0.4%	-4.8%
CC1=C(C(=O)N2CCOCC2)C(c2ccccc2F)C2=C(CC(C)(C)CC2=O)N1 (stereo unspecified)	23.8%	-8.2%	-0.9%	-31.6%	24.0%	-7.6%	23.7%	-0.7%	-1.1%
O=C1CC(c2cccs2)c2cc3c(cc2N1)OCCO3 (stereo unspecified)	-0.4%	-21.3%	-4.5%	18.3%[12.7 µM]	9.0%	i	10.8%	8.9%	-4.5%
COC(=O)c1c(NC(=O)/C=C/c2ccc(OC)cc2)sc2c1CCC2	2.5%	-4.5%	-0.4%	-1.5%[59 µM]	17.9%	i	-7.6%	-4.2%	-0.5%
COc1ccc(-c2nnc(SCC(=O)Nc3cc(C)on3)n2N)cc1OC	-6.6%	-17.1%	-4.8%	50.1µM*	36.6%[activator]	-9.6%	3.9%	-0.9%	-0.1%
CCOC(=O)[C@H]1[C@H]2COc3ccc(OC)cc3[C@@H]2N2C(=O)CN(Cc3ccco3)C(=O)[C@@]12C	11.2%	-6.9%	-1.2%	-2.3%[0.501 µM]	34.6%	-0.8%	2.1%	-2.5%	nt
CCOC(=O)c1ccc(-c2ccc(/C=N/NC(=O)CN(c3ccccc3Cl)S(C)(=O)=O)o2)cc1	56.8%[activator]	-13.7%	?	12.0%[59 µM]	6.2%[57 µM]	-2.9%	-10.8%	77.1%[activator]	-3.0%
CC1=NN(C(N)=S)C(=O)C1N=Nc1ccc(C)c(Br)c1 (stereo unspecified)	-19.2%	-21.5%	-22.4%	15.2%	36.0%	nt	6.0%	-2.6%	-0.3%
Cc1cc2nc(C(F)(F)F)[nH]c(=O)n2n1	4.8%	-23.6%	2.2%	-23.2%[59 µM]	34.1%	-11.2%	9.2%	-2.3%	1.0%
COc1ccc(C(=O)CCC(=O)NCCc2ccccc2F)cc1	131.5%[activator]	-5.1%	-2.3%	11.6%	12.5%	11.6%	3.9%	-1.7%	-3.2%
O=C(NCc1cccs1)c1cnn2cccnc12	17.2%	0.0%	-4.4%	6.4%[12.7 µM]	20.9%	-11.4%	-15.8%	-1.8%	-0.1%
FC(F)Oc1cccc2cccnc12	6.4%	-0.6%	-4.7%	-6.6%[59 µM]	12.4%	nt	-6.7%	-6.3%	2.3%
CC(=O)N1CCOc2ccc(S(=O)(=O)NCc3ccc(C)cc3)cc21	-1.1%	-25.7%	-13.5%	-4.0%	5.7%	-2.2%	-0.8%	-9.2%	-3.1%
Cc1cccc(C(=O)NC(=S)NCc2ccccc2)c1	-14.2%[58.9 µM]	-13.4%	nt	nt	-1.7%	-8.9%	-18.8%	-3.3%	nt
COc1cc(C=O)ccc1OCC(=O)Nc1ccccc1N1CCOCC1	20.1%	-20.7%	-14.4%	-11.5%	11.7%	-8.3%	10.4%	3.3%	1.9%
S=C(Nc1ccc(Cl)cc1Cl)NC1CCN(Cc2ccccc2)CC1	-3.3%	0.0%[57.1 µM]	3.3%	11.9%[59 µM]	?	i	16.8%	4.4%	2.0%
c1ccc(-c2cccc(-c3ccccc3)n2)cc1	-15.1%	133.6%[activator]	175.7%[activator]	320.6%[activator]	168.9%[activator]	nt	-7.4%	-1.6%	-5.8%
CCOc1ccc(N(CC(=O)Nc2ccccc2Cl)S(C)(=O)=O)cc1	19.2%	-25.2%	-19.7%	20.6%	50.5%[activator]	-2.8%	-5.6%	7.1%	-4.0%
COc1ccc(-c2c(C)nn(-c3ccccc3)c2N)cc1OC	-15.0%	-16.6%	-6.0%	-1.8%[59 µM]	-3.4%	nt	-2.1%	-0.5%	4.0%
O=C(O)c1c[nH]c2c([N+](=O)[O-])cccc2c1=O	?	20µM*	nt	nt	79.4µM*	-12.8%	136.4%[activator]	?	nt
CC(=O)N1CCN(S(=O)(=O)c2ccc(S(=O)(=O)N3CCCC(C)C3)cc2)CC1 (stereo unspecified)	35.3%[activator]	-2.5%	-4.0%	-2.3%	20.3%	-11.3%	-22.4%	5.6%	-3.2%
CCCN(CCC)C(=O)c1ccc2c(c1)N(Cc1ccccc1)C(=O)CS2=O (stereo unspecified)	-24.5%	-29.6%	3.8%	-38.5%	7.0%	-7.7%	11.0%	-3.3%	3.2%
Clc1cccc(/C=N/Nc2nnc(Cl)c3ccccc23)c1	6.5%	-4.7%	2.1%	19.4%[59 µM]	51.3%[activator]	-7.0%	-4.3%	0.1%	1.5%
COc1cccc(CC(NC(C)=O)C(=O)NC2CCN(C(=O)c3ccncc3)CC2)c1OC (stereo unspecified)	72.6%[activator]	1.8%	-2.4%	-7.0%	22.9%	i	-9.7%	0.3%	-1.3%
CN(C)CCCN(C(=O)COc1ccc(Cl)cc1)c1nc2ccc(F)cc2s1	-8.1%	-9.1%	16.2%	56.2µM*	39.9%[activator]	7.6%	3.2%	-3.0%	1.9%
CNC(=O)Cn1nc(-c2ccc(Cl)cc2)c2ccccc2c1=O	14.8%&16.4%	-13.3%&13.1%	4.1%&1.7%	25.1%	-0.8%&48.6%	7.1%&-0.8%	-12.1%&-6.4%	1.0%&-0.3%	-1.7%&-1.4%
CC1(C)S[C@@H]2[C@H](NC(=O)C(NC(=O)N3CCNC3=O)c3ccccc3)C(=O)N2[C@H]1C(=O)O (stereo partly specified)	-10.9%	-13.5%	-3.9%	20.4%[0.501 µM]	13.8%	-1.2%	-25.6%	-1.4%	-1.3%
c1ccc(Nc2nc(NCC3CCCO3)c3ccccc3n2)cc1 (stereo unspecified)	41.1%[activator]	-25.1%	-38.7%	-38.2%	32.8%	-4.3%	-19.2%	4.2%	-1.7%
COc1ccc(C(=O)NC(=S)NNC(=O)c2ccco2)cc1	15.8%	-8.4%	17.8%	-7.9%[12.7 µM]	17.3%	-9.8%	10.7%	-4.7%	-4.5%

# Given as labelled records: entries from further up.
Oc1c(Br)cc(Br)c2cccnc12
  Pol iota inh: 81.8% | JMJD2A Tudor inh: 39.8µM* | BAZ2B block: nt | G9a block: -40.5%[2.33 µM] | HP1b chromo inh: 30.1% | Tb PGK inh: -5.7% | GLS inh: 0.2%&-10.5% | Pin1 inh: -0.9% | BLM helicase inh: 1.0%

Clc1cccc(/C=N/Nc2nnc(Cl)c3ccccc23)c1
  Pol iota inh: 6.5% | JMJD2A Tudor inh: -4.7% | BAZ2B block: 2.1% | G9a block: 19.4%[59 µM] | HP1b chromo inh: 51.3%[activator] | Tb PGK inh: -7.0% | GLS inh: -4.3% | Pin1 inh: 0.1% | BLM helicase inh: 1.5%

# Assay outcomes as filed in PubChem BioAssay.
